ELG1 repair inh = inhibitors of ELG1-dependent DNA repair in HEK293T cells. HEK293T ELG1-luciferase reporter, luminescence, 16 h; DNA damage induced by 5-fluorouridine. Potency, µM (titrated, usually from 46.1 µM), for the others: at the top dose activity change, negative = inhibition, most hits filed as inhibitors. hit rate 2.3% among 330,000. AID 504467; also: potency is read from the fitted curve at half-maximal effect; % is scaled to controls: 0 for no effect and ±100 for the full control effect; nearly all actives have a fitted effect of over 55% in size
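In this reporter screen, reduction of luminescence relative to DMSO vehicle indicated activity. Compounds and 5-fluorouridine were added together to 2,000 cells per well, incubated for 16 hr at 37 °C, then developed with ONE-Glo.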
CXXC DNA block = blocks binding of human MLL CXXC domain to DNA; Potency, µM (titrated, usually from 115 µM), inactives show at the highest dose activity change, negative = inhibition, hits mostly inhibitors; AID 2662; MLL-CXXC / FITC-HOXA9 DNA fluorescence polarization; hit rate 0.037% among 290,000; active = well fitted inhibition curve with a large enough effect in the polarisation, with a control signal flat, not every such curve was filed as active; inconclusive = small, poorly fitted or top-dose-only effect, or effect the other way, or a change in a side signal; inactive = no such curve, though single readings can be large or run the other way; the % refers to the polarisation; also: potency is read from the fitted curve at half-maximal effect
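Steps: dispense CXXC domain solution (7 uM) → pin compounds or unlabeled HOX-A9 DNA control → 5 min ambient → add FLSN-HOX-A9 solution (50 nM) → spin → 30 min ambient → fluorescence polarization. Tris pH 7.5/NaCl/DTT/BSA buffer.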
Integrin act MD = activators of alpha7 integrin expression for muscular dystrophy; alpha7betagal myoblasts, beta-gal FDG fluorescence, 48 h; Potency, µM (doses to about 38.3 µM), without a hit: top-dose activation, actives largely listed as activators; hit rate 0.064% among 350,000; AID 624291;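 also: potency is read from the fitted curve at half-maximal effect; 100% = response of the positive control SU9516; nearly all actives have a fitted effect of over 60% in size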
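alpha7betagal+/- myoblasts (passage 13, 250/well) treated 48 h at 37C with compounds at 1:260 dilution of DMSO stock. Lysed, then beta-galactosidase activity read as FDG fluorescence (ex 480/em 540) after 30 min, with pre-read for autofluorescence.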
p53 reactivation = re-activators of mutant p53; H1299 p53-A138V BP100-luciferase reporter, luminescence, 24 h; Potency, µM (highest dose often 92.2 µM), for the others: at the top dose activity change, positive = activation, most hits filed as activators; hit rate 0.063% among 320,000; also: potency is read from the fitted curve at half-maximal effect; % of control where 0% means no effect; nearly all actives have a fitted effect of over 45% in size
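p53-null H1299 cells stably carrying temperature-sensitive p53-A138V and a BP100-luciferase reporter were pinned with compounds (4-point, 1:5 series) and held 24 hrs at 37 deg C. Luminescence was read 10 min after detection reagent.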
A-T KAP1 phos = candidate therapy for ataxia-telangiectasia | […] A-T fibroblasts, KAP-1 phosphorylation AlphaLISA; neocarzinostatin DNA damage 30 min before lysis | Potency, µM (top dose mostly 57.5 µM), for inactives: at the top dose activation, actives largely listed as activators | hit rate 0.19% among 320,000; also: potency is read from the fitted curve at half-maximal effect; % of control where 0% means no effect; nearly all actives have a fitted effect of over 45% in size
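ATM-like activity read as KAP-1 phosphorylation via AlphaLISA donor/acceptor antibody pairs after lysis and 6 hr at 25C. Cells were ATM-null patient fibroblasts ([…], hTERT), dosed 60 min, then exposed to the DSB inducer NCS for 30 min.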
BRCA1 expr up = activators of BRCA1 expression. MCF7-BRCA1-FFLuc reporter, luminescence, 48 h; response scale: scaled: vehicle 0%, 10 µM genistein 100%. Potency, µM (top dose mostly 46.1 µM), without a hit: at the top dose activation, most hits filed as activators. hit rate 1.1% among 380,000. AID 624202; also: potency is read from the fitted curve at half-maximal effect; nearly all actives have a fitted effect of over 80% in size; some results filed as inactive show a strong effect at the top dose
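MCF7 cells carrying a BRCA1-firefly luciferase reporter (2000 cells/well, phenol-red free MEM) were attached for 2 h at 37 °C, then given compounds for 48 h. Luminescence was read 15 min after luciferase reagent; activity normalized to genistein (10 microM) and DMSO.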
TCR activator = T cell receptor activation; primary human leukocytes, anti-CD3, IL-2 HTRF, 48 h; Potency, µM (highest dose often 9.22 µM), for the others: at the highest dose activation of IL-2 secretion, hits mostly activators; 330,000 tested, under 10 active; also: % of control where 0% means no effect
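Readout: HTRF IL-2, Eu-cryptate/d2 antibody pair, 320nm excitation, 665nm emission. Stimulus: a-CD3 beads, no co-stimulation. Cells: primary human leukocytes. Exposure: 48 hr with compound.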
TRPV1 agonist = human TRPV1 agonism; TRPV1-expressing cells, Fluo-8 calcium influx, agonist mode; hit rate 0.19% among 320,000; activation, % at 8.33 µM; Q8NER1; in the data active = activation above about 80%; inconclusive = between about 30% and that limit; also: 0% is about no effect
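Cells expressing TRPV1 were dye-loaded with Fluo-8 and read kinetically: 10 s baseline, 3 min after compound (agonist portion), then 2 min after EC20 capsaicin (allosteric enhancer portion). Calcium-bound dye fluorescence at 480/520 nm.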
B2AR arrestin = recruits beta-arrestin to the human beta2-adrenergic receptor; P07550; beta-arrestin recruitment to beta2AR, cell-based reporter; Potency, µM (titrated, usually from 46.1 µM), without a hit: top-dose activation, actives largely listed as activators; hit rate 0.02% among 330,000;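 also: potency is read from the fitted curve at half-maximal effect; 0% = DMSO controls and full agonism = EC100 isoproterenol or metaproterenol; nearly all actives have a fitted effect of over 65% in size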
Target sequence (P07550 whole entry, looked up): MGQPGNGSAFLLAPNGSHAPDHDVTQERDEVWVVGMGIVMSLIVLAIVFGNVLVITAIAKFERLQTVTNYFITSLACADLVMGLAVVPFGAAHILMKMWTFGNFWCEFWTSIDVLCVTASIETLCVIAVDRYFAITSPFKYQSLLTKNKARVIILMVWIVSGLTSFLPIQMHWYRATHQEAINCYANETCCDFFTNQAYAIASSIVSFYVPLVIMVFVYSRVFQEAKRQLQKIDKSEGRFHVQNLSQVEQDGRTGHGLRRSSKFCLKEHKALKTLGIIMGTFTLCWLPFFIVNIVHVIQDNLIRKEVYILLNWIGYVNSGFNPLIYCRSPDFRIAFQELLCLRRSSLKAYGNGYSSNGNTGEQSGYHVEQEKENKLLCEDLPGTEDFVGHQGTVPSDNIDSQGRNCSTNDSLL
TSG101-PTAP inh = blocks PTAP/TSG101 interaction to inhibit HIV-1 budding | Q99816 | Fluorescence polarization, FITC-PTAP peptide / Tsg101 binding | Potency, µM (doses to about 115 µM), inactives show at the top dose activity change, negative = inhibition, hits mostly inhibitors | 340,000 tested, under 10 active | AID 493005; active = well fitted inhibition curve with a large enough effect in the main read-out, with a control signal flat, not every such curve was filed as active; inconclusive = small, poorly fitted or top-dose-only effect, or effect the other way, or a change in a side signal; inactive = no such curve, though single readings can be large or run the other way; also: potency is read from the fitted curve at half-maximal effect; % of control where 0% means no effect
Target sequence (Q99816 whole entry, looked up): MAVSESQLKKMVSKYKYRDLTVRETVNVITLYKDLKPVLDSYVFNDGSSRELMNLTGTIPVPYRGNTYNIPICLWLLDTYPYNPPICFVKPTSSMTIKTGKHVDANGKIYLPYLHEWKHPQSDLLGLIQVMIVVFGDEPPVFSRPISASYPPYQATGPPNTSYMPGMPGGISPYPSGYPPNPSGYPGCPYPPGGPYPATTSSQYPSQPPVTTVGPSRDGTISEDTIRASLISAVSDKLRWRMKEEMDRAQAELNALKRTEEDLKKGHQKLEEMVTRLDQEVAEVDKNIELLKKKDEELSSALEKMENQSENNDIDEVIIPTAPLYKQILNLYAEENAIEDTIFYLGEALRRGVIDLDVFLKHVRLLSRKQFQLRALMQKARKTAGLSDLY
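Steps: Tsg101 binding domain dispensed (10 uM final), compounds pinned in DMSO, FITC-labeled PTAP-motif peptide added (50 nM final); after 20 min binding at room temperature, polarization measured.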
* = called active by the depositor; ? = inconclusive; · = not tested or not shown; [ ] = another dose, or the depositor's remark. Unless noted, calls follow the shape of the dose curve; as a rule, active = well fitted curve in the direction sought with a large enough effect; inconclusive = small, poorly fitted or top-dose-only effect, or another doubt; inactive = no such curve, though single readings can be large; an effect the other way counts as inactive or inconclusive.

item | SMILES | A-T KAP1 phos | ELG1 repair inh | TSG101-PTAP inh | BRCA1 expr up | TCR activator | CXXC DNA block | Integrin act MD | p53 reactivation | TRPV1 agonist | B2AR arrestin
1 | CCOC(=O)Cc1csc(SCC(=O)Nc2cccc(C#N)c2)n1 | 4% | -20% | -8% | 7% | 2% | -4% | -22% | -4% | 9 | 0.2%
2 | CCOc1ccccc1NC(=O)N1CCC(NC(=O)c2ccccc2C)CC1 | 1% | -5% | -4% | -3% | 0% | -9% | 0% | 7% | 0 | -0.6%
3 | Cc1ccc(-n2ncc3c(NCCCN4CCOCC4)ncnc32)c(C)c1 | 9% | -4% | 2% | 0% | 0% | 2% | -1% | 0% | -2 | 0.1%
4 | N=C1/C(=C\c2ccc(OC(=O)c3ccc(F)cc3)cc2)C(=O)N=C2SC(N3CCCC3)=NN12 | -1% | ? | 2% | -7% | -8% | · | 4% | · | 9 | 0.3%
5 | Cc1cc(C)cc(N(CC(=O)NC(C)(C)C)C(=O)CCC(=O)Nc2nccs2)c1 | 3% | -15% | -2% | -15% | -7% | -17% | -16% | 24% | 2 | 6.7%
6 | O=C(COC(=O)/C=C/c1ccccc1)Nc1ccccc1Br | -8% | 2% | 0% | 7% | -3%[46.1 µM] | 0% | -4% | -1% | 14 | -0.6%
7 | COc1ccc(OC)c(S(=O)(=O)Nc2ccc(O)c3ccccc23)c1 | -3% | 10µM* | -2% | -88%[inhibitor] | -41% | 2% | -56%[inhibitor] | -22% | 1 | -0.3%
8 | C(=N\Nc1nc(-c2ccccc2)cs1)/c1ccco1 | 1% | ? | 0% | 28% | 3%[46.1 µM] | ? | 14% | ? | 19 | -0.3%
9 | O=C(COC(=O)c1cccc(S(=O)(=O)N2CCc3ccccc32)c1)NCc1ccco1 | 0% | 8% | -1% | -3% | -9% | 3% | -4% | -3% | 10 | -0.1%
10 | Cc1c(CCO)sc[n+]1CC(=O)OCCC12CC3CC(CC(C3)C1)C2 | 5% | -14% | -6% | -7% | 0%[46.1 µM] | 1% | -8% | -4% | 3 | -0.2%
11 | COC(=O)c1nc2n(n1)C(c1ccccc1OC)C1=C(CCCC1=O)N2 (stereo not given) | · | ? | -4% | -7% | -2% | -3% | 9% | -8% | -10 | -0.4%
12 | CCOC(=O)c1cc(C#N)c(SC)nc1C | 15% | 14% | -2% | -5% | -33% | -7% | 20% | 4% | · | 0.0%
13 | CCOc1ccc2[nH]c3c(c2c1)CNCC3 | -2% | -4% | 0% | -27% | 0% | ? | 0% | · | -3 | -0.4%
14 | COc1ccc(-c2nn(-c3ccccc3)cc2/C=C/C(=O)N2CCOCC2)cc1OC | 7% | 1.5µM* | 0% | -11% | -4% | -4% | -16% | -1% | ? | 0.1%
15 | CCCOc1ccc(C2NC(=O)NC2=O)cc1 (stereo not given) | 2% | -4% | -6% | -10% | 0%[46.1 µM] | 7% | -9% | -4% | 1 | -1.3%
16 | CCc1ccc(N(CC(=O)NC2CCCC2)C(=O)CCC(=O)Nc2cc(C)on2)cc1 | -8% | 8% | -3% | -1% | -2% | -8% | -16% | -6% | 19 | 0.1%
17 | Cc1[nH]c2ccccc2c1C(=O)COC(=O)C1CC(=O)N(Cc2ccccc2)C1 (stereo not given) | -9% | -13% | -3% | -19% | 2% | -1% | -5% | -3% | 16 | -0.4%
18 | COc1ccc(-c2cc(N3C(=O)Nc4ccccc4N3O)n[nH]2)cc1 | 4% | 7% | -1% | -5% | 3%[46.1 µM] | 18% | -6% | -3% | 6 | -0.7%
19 | CCOC(=O)N1CCN(C(=O)/C(=C/c2cccs2)NC(=O)c2cccs2)CC1 | 8% | -11% | -5% | -19% | -13% | 0% | -34%[inhibitor] | -4% | 0 | 0.0%
20 | CCc1ccccc1NC(=O)c1cc(S(=O)(=O)N2CCc3ccccc32)cn1C | -3% | -6% | -2% | -11% | 7% | · | -7% | · | -3 | 0.0%
21 | O=c1nc2ccc(Cl)cn2c2ccc(S(=O)(=O)N3CCCCC3)cc12 | -6% | -5% | -15% | -11% | -6% | -3% | 7% | ? | 4 | 0.2%
22 | Cc1cccc(Cn2c(=O)n(-c3ccc(CC(=O)NCc4ccco4)cc3)c(=O)c3sccc32)c1 | 23% | ? | -8% | -23% | 2% | -4% | -8% | -2% | · | -0.6%
23 | Cn1nc(C(C)(C)C)c([N+](=O)[O-])c1C(=O)Nc1cccc2ccccc12 | 11% | -28% | 1% | -6% | -3% | -1% | 0% | 4% | 19 | -0.6%
24 | Cc1ccc(NC(=O)c2ccco2)c(NC(=O)c2ccccc2)c1 | 1% | 2% | -3% | -14% | -1% | -5% | 12% | 0% | 26 | 0.5%
25 | CSCc1cc(N2CCCC2)nc(-c2ccccc2)n1 | 5% | -10% | -2% | 0% | 1% | ? | 15% | 1% | 25 | -0.9%
26 | O=C(NCC1CCN(C(=O)c2ccc([N+](=O)[O-])cc2)CC1)c1ccc([N+](=O)[O-])cc1 | -8% | ? | 2% | -24% | -6% | 16% | -29% | 2% | -1 | -0.4%
27 | CC1CCc2c(C(=O)OCC(=O)Nc3cccc(S(=O)(=O)N4CCCCCC4)c3)csc2C1 (stereo not given) | -2% | -24% | -4% | -58% | 8%[46.1 µM] | 16% | 0% | -12% | 1 | 14%
28 | Cc1cc(NC(=O)CSc2nnc(-c3ccc4c(c3)OCCO4)o2)no1 | -8% | ? | 0% | -48% | 6% | 11% | -6% | ? | 1 | -1.9%
29 | Cc1ccc(NC(=O)CCC(=O)N/N=C/c2ccc(O)cc2O)cc1 | -8% | 18µM* | -2% | -32% | -11% | 4% | -8% | 2% | -2 | -0.2%
30 | O=C(O)C1CCCN1C(=O)c1cccs1 (stereo not given) | 4% | -7% | 0% | -4% | 0%[46.1 µM] | 2% | 2% | 2% | 0 | -0.2%
31 | O=C(c1ccc2c(=O)n(Cc3ccccc3)c(=S)[nH]c2c1)N1CCCC1 | -2% | -6% | -4% | -25% | -4% | 22% | -10% | -1% | 2 | 0.3%
32 | CCOC(=O)c1sc2nc(SCC(=O)NCc3ccco3)n(Cc3ccccc3)c(=O)c2c1C | -4% | ? | 0% | -17% | 3%[46.1 µM] | 10% | -13% | 12% | 7 | -0.1%
33 | O=C(Nc1nnc(-c2ccc3c(c2)CCCC3)o1)c1ccccc1Cl | -5% | ? | -7% | 24% | -6% | -2% | -20% | ? | 1 | -0.9%
34 | Cc1cc(-c2nn3c(-c4ccccc4)nnc3s2)c2ccccc2n1 | 1% | 14% | -12% | -49% | -9% | 10% | 5%[7.66 µM] | -7% | -3 | 0.2%
35 | CCCSc1ccc(-c2nn(-c3ccccc3)cc2/C=C(/C#N)C(=O)N2CCOCC2)cc1 | 3% | ? | 0% | -5% | -2%[46.1 µM] | 3% | 1% | 21% | 101* | -0.2%
36 | O=C1c2ccccc2C(Nc2cccc(C(F)(F)F)c2)N1Cc1ccco1 (stereo not given) | · | ? | -5% | -55% | -2% | 2% | -42% | 1% | 21 | 0.2%
37 | O=C(COC(=O)/C=C/c1ccc(S(=O)(=O)N2CCOCC2)cc1)Nc1ccc(F)c(F)c1F | 3% | 6% | -2% | 23% | -10%[46.1 µM] | · | 5% | -7% | · | 0.6%
38 | COc1cccc(/C=C/C(=O)NCc2ccc(S(N)(=O)=O)cc2)c1 | 2% | ? | -4% | 0% | -4% | 6% | 8% | 4% | 2 | -0.8%
39 | COc1ccc(N2COC3c4cccc5cccc(c45)C32)cc1 (stereo not given) | · | 0% | -3% | -75% | -2%[46.1 µM] | -10% | -63%[inhibitor] | ? | 1 | ?
40 | O=S(=O)(Nc1cccnc1)c1cccs1 | · | 19% | -4% | 2% | 2% | 13% | 21% | -3% | -5 | -0.1%
41 | Cc1cc(C)cc(NC(=S)N2CCN(c3ccccn3)CC2)c1 | 14% | -3% | 2% | -35% | · | -4% | -46%[inhibitor] | -38%[inhibitor] | 4 | -0.7%

In the list so far, these contain fluorine.
item | SMILES | A-T KAP1 phos | ELG1 repair inh | TSG101-PTAP inh | BRCA1 expr up | TCR activator | CXXC DNA block | Integrin act MD | p53 reactivation | TRPV1 agonist | B2AR arrestin
4 | N=C1/C(=C\c2ccc(OC(=O)c3ccc(F)cc3)cc2)C(=O)N=C2SC(N3CCCC3)=NN12 | -1% | ? | 2% | -7% | -8% | · | 4% | · | 9 | 0.3%
36 | O=C1c2ccccc2C(Nc2cccc(C(F)(F)F)c2)N1Cc1ccco1 (stereo not given) | · | ? | -5% | -55% | -2% | 2% | -42% | 1% | 21 | 0.2%
37 | O=C(COC(=O)/C=C/c1ccc(S(=O)(=O)N2CCOCC2)cc1)Nc1ccc(F)c(F)c1F | 3% | 6% | -2% | 23% | -10%[46.1 µM] | · | 5% | -7% | · | 0.6%

From PubChem
